# CRFR2-BP antag = antagonists of CRF-BP/CRF-R2 complex, primary screen, cell-based, HEK293, calcium dye fluorescence, uHTS; inhibition, % at 11.8 µM; 350,000 tested, 0.59% active; CRF-induced calcium fluorescence; AID 588475, 2011;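 active = inhibition of the ligand-induced calcium signal above about 50% at the single tested concentration, limit read from the data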
# CHRM5 agonist = human M5 muscarinic receptor agonists, primary screen, CHO-K1 cells, Fluo-8 calcium fluorescence; activation, % at 3 µM; 360,000 tested, 0.19% active; Muscarinic acetylcholine receptor M5 (Homo sapiens), P08912; CHO-K1 hM5 cells; 0% DMSO wells, 100% maximal acetylcholine response;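 active = activation above the run's mean over test compounds plus 3 SD, cut at about 23% in these data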;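 note: signal is peak over basal fluorescence ratio across the kinetic read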
# M4 antag = human M4 muscarinic receptor antagonists, primary screen, CHO cells, Fluo-8 calcium fluorescence | 360,000 tested, 0.73% active | inhibition, % at 3 µM | CHO-hM4 cells, ACh EC80 | Muscarinic acetylcholine receptor M4 (Homo sapiens), P08173;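 active = inhibition above its plate's cutoff, the mean inhibition of sample wells plus 3 SD, cut at about 27% in these data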;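 note: 0% = acetylcholine EC80 with DMSO and 100% = DMSO without agonist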
# Target sequence (P08173 whole entry, looked up): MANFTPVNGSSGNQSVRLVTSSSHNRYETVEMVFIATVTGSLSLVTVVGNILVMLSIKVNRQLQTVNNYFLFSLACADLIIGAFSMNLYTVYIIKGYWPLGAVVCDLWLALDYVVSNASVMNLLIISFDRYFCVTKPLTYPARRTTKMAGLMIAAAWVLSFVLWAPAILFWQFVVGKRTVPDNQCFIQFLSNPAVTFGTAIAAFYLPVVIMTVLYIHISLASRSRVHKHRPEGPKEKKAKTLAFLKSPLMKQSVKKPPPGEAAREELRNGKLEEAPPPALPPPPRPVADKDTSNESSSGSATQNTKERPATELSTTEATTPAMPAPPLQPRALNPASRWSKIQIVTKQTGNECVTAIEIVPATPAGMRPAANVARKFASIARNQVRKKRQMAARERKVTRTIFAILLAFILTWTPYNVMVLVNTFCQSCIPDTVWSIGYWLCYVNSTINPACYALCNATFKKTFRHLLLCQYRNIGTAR
# CHRM5 PAM = human M5 muscarinic receptor positive allosteric modulators, primary screen, CHO-K1 cells, Fluo-8 calcium fluorescence | Muscarinic acetylcholine receptor M5 (Homo sapiens), P08912 | CHO-K1 hM5, ACh EC20 PAM; 0% = ACh EC20, 100% = ACh EC100 | activation, % at 3 µM | 360,000 tested, 0.3% active | AID 624038, 2012;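 active = activation above the run cutoff, the mean activation of all test compounds plus 3 SD, cut at about 18% in these data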
#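 Probe or stimulus: acetylcholine, EC20 level; Assay system: human M5 receptor in CHO-K1 cells; Schedule: compound preincubation 140 s before EC20 acetylcholine addition; Technique: intracellular calcium via Fluo-8 fluorescence; Dosing: single-point, 3 µM nominal; Read-out basis: percent activation from peak-over-basal fluorescence ratio, scaled EC20-to-EC100 acetylcholine; Repeats: one well per compound, no replicates.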
# CHRM4 PAM = human M4 muscarinic receptor positive allosteric modulators, primary screen, CHO-K1 cells, Fluo-8 calcium fluorescence; CHO-K1 hM4/Gqi5, ACh EC20; 0% = ACh EC20, 100% = maximal ACh; AID 624126, 2012; Muscarinic acetylcholine receptor M4 (Homo sapiens), P08173; 360,000 tested, 0.4% active; activation, % at 3 µM;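 active = activation above its plate's cutoff, the mean activation of sample wells plus 3 SD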; note: some results filed as inactive read as strong as hits
# CRFR2-BP ag = agonists of CRF-BP/CRF-R2 complex, primary screen, cell-based, HEK293, calcium dye fluorescence, uHTS; CRF-binding protein / CRF receptor 2 complex (human); calcium dye fluorescence (FLIPR); percent of saturating CRF peptide response; activation, % at 13.2 µM; 350,000 tested, 0.46% active; AID 588473, 2011;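 active = activation of at least 50%, plus an integration ratio under a set limit after plate pattern correction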;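 note: plate controls were neutral control wells without compound for no effect and CRF at EC100 for full effect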
# CHRM5 antagonist = human M5 muscarinic receptor antagonists, primary screen, CHO cells, Fluo-8 calcium fluorescence. CHO-hM5 cells, ACh EC80. 360,000 tested, 0.59% active. Muscarinic acetylcholine receptor M5 (Homo sapiens), P08912. inhibition, % at 3 µM;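 active = inhibition above a per-plate cutoff, the mean of that plate's test compounds plus 3 SD, cut at about 27% in these data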;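 note: 0% = acetylcholine EC80 with DMSO and 100% = DMSO without agonist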
# CHRM1 PAM = human M1 muscarinic receptor positive allosteric modulators, primary screen, CHO-K1 cells, Fluo-8 calcium fluorescence, 1536-well; AID 588819, 2011; activation, % at 3 µM; CHO-K1 hM1, ACh EC20; 0% = ACh EC20, 100% = maximal ACh; 360,000 tested, 0.088% active; Muscarinic acetylcholine receptor M1 (Homo sapiens), P11229; in the data active = activation above about 19%, passing the limit was not always enough
# Target sequence (P11229 whole entry, looked up): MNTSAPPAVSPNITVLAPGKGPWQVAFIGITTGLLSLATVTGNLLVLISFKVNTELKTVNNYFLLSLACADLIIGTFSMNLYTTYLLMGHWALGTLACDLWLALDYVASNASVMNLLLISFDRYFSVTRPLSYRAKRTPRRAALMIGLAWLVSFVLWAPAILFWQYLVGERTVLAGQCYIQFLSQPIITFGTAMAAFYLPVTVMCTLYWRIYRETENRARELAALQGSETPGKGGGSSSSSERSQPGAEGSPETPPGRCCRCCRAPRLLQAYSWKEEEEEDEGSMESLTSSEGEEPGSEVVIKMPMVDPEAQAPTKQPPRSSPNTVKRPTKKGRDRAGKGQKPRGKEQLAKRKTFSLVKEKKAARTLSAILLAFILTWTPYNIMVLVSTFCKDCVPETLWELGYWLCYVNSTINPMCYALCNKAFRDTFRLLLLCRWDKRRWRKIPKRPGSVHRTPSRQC
# CHRM4 agonist = human M4 muscarinic receptor agonists, primary screen, CHO-K1 cells, Fluo-8 calcium fluorescence | Muscarinic acetylcholine receptor M4 (Homo sapiens), P08173 | CHO-K1 hM4/Gqi5; vehicle 0%, full acetylcholine response 100% | activation, % at 3 µM | 360,000 tested, 0.14% active | AID 624127, 2012;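 active = activation above the run mean over all test wells plus 3 SD, cut at about 32% in these data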;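 note: peak over basal fluorescence ratio per well then scaled between controls; 0% = DMSO wells and 100% = acetylcholine at EC100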
# Active calls of the source: *; nt = no result given. Compounds were not picked by outcome. Share with any hit: about 2.6%.
SMILES,CRFR2-BP antag,CHRM5 agonist,M4 antag,CHRM5 PAM,CHRM4 PAM,CRFR2-BP ag,CHRM5 antagonist,CHRM1 PAM,CHRM4 agonist
O=S(=O)(Nc1ccc(S(=O)(=O)N2CCCCCC2)cc1)c1cccs1,11,0,-2,0,-1,-2.8,3,9,0
COc1cc(Br)c(C2C(C#N)=C(N)Oc3n[nH]c(-c4cccnc4)c32)cc1OC (stereo not given),9,1,1,1,1,-0.7,6,3,1
Cc1c(NC(=O)COC(=O)C(c2ccc(Cl)cc2)C(C)C)c(=O)n(-c2ccccc2)n1C (stereo not given),-25,-10,-5,3,2,1.1,-2,-4,2
COc1ccc(NC(=O)CN(C)CC(=O)c2[nH]c(C)c(C(C)=O)c2C)cc1,2,2,-4,-4,6,0.1,8,2,5
CS(=O)(=O)N(CC(=O)NCc1ccc2c(c1)OCO2)c1ccccc1,-1,-7,6,-1,-3,-0.3,-1,8,0
COc1ccc(NC(=O)C2CCN(C(=O)Nc3ccccc3)CC2)cc1S(=O)(=O)N(C)C,-2,1,14,4,0,0.6,12,-8,1
O=C(CS(=O)c1ccccc1[N+](=O)[O-])Oc1ccc(Br)cc1 (stereo not given),-3,-2,-6,4,1,-2.1,-12,15,3
CCC(=O)Nc1ccc(C(=O)CSc2nnc(-c3ccc(NS(C)(=O)=O)cc3)n2C)cc1OC,29,-2,2,2,5,-4.0,-7,2,1
O=C1CC(/C=C/c2ccccc2)(C(=O)NC2CCCC2)N1c1ccc(S(=O)(=O)N2CCCC2)cc1 (stereo not given),1,0,2,1,9,-0.4,-1,7,0
C=CCOc1ccc(/C=N/NC(=O)c2cc3c(OC)cc(OC)cc3[nH]2)cc1,-32,-2,3,-4,-5,1.8,7,3,5
O=C(OCC(=O)c1c[nH]c2ccccc12)c1cncc(Br)c1,-1,0,12,-13,-9,0.6,13,0,29
Cc1ccc(-n2c3c(cc(C(=O)NCC(=O)c4ccccc4)c2=O)C(=O)CCC3)cc1,-9,-3,12,1,-6,-12,1,-2,1
Cc1ccc(C)n1-c1ccc(C(=O)N/N=C/c2ccncc2)cc1,21,4,3,4,-4,-1.9,6,1,1
COc1ccc(/C=N/n2c(C)cc(C)cc2=O)cc1,-5,-3,-1,2,0,0.9,-10,18,0
COc1ccc2c([N+](=O)[O-])c(N3CCOCC3)[nH]c2c1,15,0,10,0,-6,-1.4,4,2,0
CCCCC(CC)C(=O)Nc1cc(C(=O)NCc2ccc(C)cc2)ccc1N1CCC2(CC1)CC(c1ccccc1)=NO2 (stereo not given),13,1,-1,-1,1,3.0,10,-2,0
O=C(N/N=C/c1ccc(N2CCOCC2)s1)c1ccc(O)cc1,-8,-1,-7,1,8,-0.4,-4,3,0
CC(C)N(C(=O)[C@H]1C[C@H](CC(=O)NCCCn2ccnc2)C(=O)N2CCc3c([nH]c4cc(CCC(=O)N(C)C)ccc34)[C@]12C)C(C)C,-3,0,0,-1,-2,0.6,-1,3,0
CCC(=O)N1CCC1(C)C(=O)Nc1ccc(C)c(C)c1 (stereo not given),nt,0,-18,1,4,nt,-5,11,0
O=C1COc2ccc(C(=O)c3ccccc3C(=O)NCc3ccccc3)cc2N1,-14,1,3,-2,-9,-0.3,-3,-5,7
O=C(NN=Cc1c[nH]c2ccccc12)NN=Cc1c[nH]c2ccccc12,11,1,-7,-4,7,4.2,3,13,1
COc1ccc(S(=O)(=O)N2CCC(C(=O)NCc3cccnc3)CC2)cc1OC,-3,3,6,5,-2,0.2,-11,-1,0
CCOC(=O)c1c(-c2ccccc2)oc2ccc(OCC(=O)O)cc12,8,1,-10,-6,4,3.4,13,8,1
COCCn1c(C)cc(C(=O)COC(=O)c2ccc(-n3nc(C)cc3C)cc2)c1C,-5,-4,-7,-6,0,-0.1,-6,2,3
Cc1ccnc(NS(=O)(=O)c2ccc(NC(=O)C3CCCCC3C(=O)O)cc2)n1 (stereo not given),24,0,11,0,-3,-0.7,-5,-6,0
NS(=O)(=O)c1ccc(CNC(=S)Nc2cc(S(=O)(=O)N3CCOCC3)ccc2Cl)cc1,-2,0,4,-4,4,0.6,8,10,1
COc1cc(OC)cc(C(=O)NCC(=O)Nc2ccc(C)c(Cl)c2)c1,-13,1,12,-11,-11,-1.4,16,1,16
Cc1cc(C)c(NC(=O)CNC(=O)c2cc(C3CC3)nc3c2cnn3C(C)C)c(C)c1,-4,0,-13,-3,9,-3.8,2,4,3
CC(NC(=O)Cc1ccccc1)C(c1ccccc1)N1CCOCC1 (stereo not given),-18,-4,11,-1,2,-1.0,-1,14,0
Cc1cc(=O)nc2c3ccccc3n(C(C)C(=O)NCCN3CCOCC3)n12 (stereo not given),0,-7,-12,5,7,0.0,-5,5,1
CC(C)OCCCNC(=S)N1CCC(C(=O)c2ccc(F)cc2)CC1,16,3,-8,-5,2,2.1,18,5,4
CC(C)CNC(=O)c1cccc(Cn2cc(Cl)cn2)c1,14,-4,4,4,-16,-2.0,-4,-2,0
CCCOc1ccc(/C=c2\sc3nc(-c4ccco4)nn3c2=O)cc1OCC,-27,0,3,-6,-2,3.7,-4,1,1
COc1ccc(CN2CCNC(=O)C2CC(=O)N2CCCO2)c(OC)c1 (stereo not given),1,-2,5,1,-1,0.7,-8,9,1
C[C@H](CO)N1C[C@H](C)[C@@H](CN(C)Cc2ccc(Cl)c(Cl)c2)Oc2c(NC(=O)C3CCOCC3)cccc2C1=O,-29,-1,5,-8,-8,2.8,17,1,5
O=C(NCCc1ccc(Cl)cc1)c1cc(S(=O)(=O)N2CCCCC2)c[nH]1,-27,12,-10,-6,-4,27,2,-2,11
Cc1sc(N/N=C/c2cc([N+](=O)[O-])ccc2O)nc1-c1ccccc1,19,-1,2,-1,-6,-0.2,7,6,0
Cc1ccc(S(=O)(=O)Cn2nnnc2CN(Cc2ccco2)Cc2cccs2)cc1,13,-5,7,-3,-4,2.4,-2,5,1
C=CCOn1c(=O)c(-c2ccc(OC)cc2)[n+]([O-])c2ccccc21,24,-5,1,-12,2,-1.4,5,-3,1
COCCCNC(=O)/C(C#N)=C/c1c(N2CCN(c3ccccc3)CC2)nc2ccccn2c1=O,4,0,2,-15,-10,0.1,2,-6,12
COc1ccc(CN2C(=O)c3cccnc3C2O)cc1 (stereo not given),-6,-8,-4,-11,8,3.0,-2,9,1
Cc1c(Cl)cccc1NC(=S)N1CCC(N(C)CC2CCCO2)CC1 (stereo not given),-11,-5,2,0,3,-2.2,10,10,1
COc1ccc(N(C(=O)c2ccco2)C(C(=O)NC2CCCCC2)c2cccs2)cc1OC (stereo not given),-3,-3,17,3,11,-0.9,-1,8,0
O=C(COC(=O)C(CO)NS(=O)(=O)c1ccc(Br)cc1)Nc1ccc2c(c1)OCCO2 (stereo not given),-8,-3,2,2,2,1.1,4,5,1
CC(=O)C(C)Oc1ccc(Cc2ncc(C(F)(F)F)cc2Cl)cc1 (stereo not given),19,-5,-9,-4,-6,0.1,-5,-4,0

# 10 neighbouring records out of the list so far, quoted:
SMILES,CRFR2-BP antag,CHRM5 agonist,M4 antag,CHRM5 PAM,CHRM4 PAM,CRFR2-BP ag,CHRM5 antagonist,CHRM1 PAM,CHRM4 agonist
CC(C)OCCCNC(=S)N1CCC(C(=O)c2ccc(F)cc2)CC1,16,3,-8,-5,2,2.1,18,5,4
CC(C)CNC(=O)c1cccc(Cn2cc(Cl)cn2)c1,14,-4,4,4,-16,-2.0,-4,-2,0
CCCOc1ccc(/C=c2\sc3nc(-c4ccco4)nn3c2=O)cc1OCC,-27,0,3,-6,-2,3.7,-4,1,1
COc1ccc(CN2CCNC(=O)C2CC(=O)N2CCCO2)c(OC)c1 (stereo not given),1,-2,5,1,-1,0.7,-8,9,1
C[C@H](CO)N1C[C@H](C)[C@@H](CN(C)Cc2ccc(Cl)c(Cl)c2)Oc2c(NC(=O)C3CCOCC3)cccc2C1=O,-29,-1,5,-8,-8,2.8,17,1,5
O=C(NCCc1ccc(Cl)cc1)c1cc(S(=O)(=O)N2CCCCC2)c[nH]1,-27,12,-10,-6,-4,27,2,-2,11
Cc1sc(N/N=C/c2cc([N+](=O)[O-])ccc2O)nc1-c1ccccc1,19,-1,2,-1,-6,-0.2,7,6,0
Cc1ccc(S(=O)(=O)Cn2nnnc2CN(Cc2ccco2)Cc2cccs2)cc1,13,-5,7,-3,-4,2.4,-2,5,1
C=CCOn1c(=O)c(-c2ccc(OC)cc2)[n+]([O-])c2ccccc21,24,-5,1,-12,2,-1.4,5,-3,1
COCCCNC(=O)/C(C#N)=C/c1c(N2CCN(c3ccccc3)CC2)nc2ccccn2c1=O,4,0,2,-15,-10,0.1,2,-6,12

# Next part:
SMILES,CRFR2-BP antag,CHRM5 agonist,M4 antag,CHRM5 PAM,CHRM4 PAM,CRFR2-BP ag,CHRM5 antagonist,CHRM1 PAM,CHRM4 agonist
Cc1cc(C)c2c(c1)NC(C(=O)O)C1CC=CC21 (stereo not given),18,1,0,-4,-4,6.7,12,14,2
Cc1cc(C)c(S(=O)(=O)NC(C)C)c(C)c1-n1cnnn1,16,-1,2,-10,5,-0.3,5,0,3
Cc1ccc(S(=O)(=O)n2nc(OC(=O)C3CCCCC3)cc2N)cc1,-10,-6,4,1,11,1.9,-2,6,0
COCCNC(=O)c1n[nH]c2ccccc12,-9,1,1,-3,-2,3.2,4,7,1
CCCOc1cccc(-c2cc(C(=O)N/N=C/c3cccnc3)c3ccccc3n2)c1,-7,1,1,-5,-8,1.9,-2,-2,9
CCOC(=O)[C@@H]1[C@H]2COc3cc(OC)ccc3[C@H]2N2C(=O)N(c3ccc(C(F)(F)F)cc3)C(=O)[C@@]12C,-8,1,1,5,12,0.7,9,1,2
CCOc1ccc(NC(=O)CN(C)C(=O)c2cccnc2Sc2ccccc2Cl)cc1OCC,-3,0,-2,2,3,-0.8,0,3,3
Cc1cc(Cl)ccc1NC(=O)CN1CCC(C(O)(c2ccccc2)c2ccccc2)CC1,-23,-2,0,-12,-5,1.1,10,-5,1

# Screening results as filed in PubChem BioAssay.
